Bioassay records (PubChem)
SW480 rereplic = inducers of DNA re-replication in SW480 colon cancer cells | SW480 DNA re-replication, Hoechst DNA content imaging, 48 h | Potency, µM (series often up to 46.1 µM), without a hit: top-dose re-replication activation, actives largely listed as activators | 340,000 tested, 1.8% active | AID 624297; further: potency means the concentration at half of the fitted maximal effect; % of control where 0% means no effect; nearly all actives have a fitted effect of over 55% in size
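SW480 cells exposed to compounds for 48 hr at 37 C, 5% CO2, then Hoechst-stained 40 min. Nuclear DNA content imaged by fluorescence scanning (405 nm excitation, 500-530 nm emission); re-replication scored as increased high-intensity nuclei.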
HT1080NT lethal = kills 2HG-producing HT-1080-NT fibrosarcoma cells; HT-1080-NT fibrosarcoma viability, CellTiter-Glo ATP luminescence, 48 h; Potency, µM (doses to about 46.1 µM), inactives show at the highest dose activity, negative = less viability, hits mostly cytotoxic; 360,000 tested, 1.6% active; AID 686970;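 further: NT is the 2HG producing partner of a matched IDH1 knockdown line; potency means the concentration at half of the fitted maximal effect; 0% = DMSO-treated cells and -100% = media-only wells without cells; nearly all actives have a fitted effect of over 55% in size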
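Compounds were tested in concentration-response format on HT-1080-NT cells for 48 hours at 37 degrees C. Cell viability came from CellTiter-Glo luminescence; curves were classified by r2, response magnitude and activity.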
MCF10A rereplic = inducers of DNA re-replication in MCF 10A breast cells. MCF 10A DNA re-replication, Hoechst nuclear intensity, 48 h. Potency, µM (titrated, usually from 46.1 µM), for the others: at the top dose activity, positive = re-replication, most hits filed as activators. 350,000 tested, 2.9% active; further: potency means the concentration at half of the fitted maximal effect; % of control where 0% means no effect; nearly all actives have a fitted effect of over 50% in size
KB-V1 cytotox = KB-V1 MDR subline cytotoxicity | 400,000 tested, 3.4% active | Potency, µM (highest dose often 46.1 µM), for the others: top-dose activity change, negative = cytotoxicity, actives largely listed as cytotoxic | KB-V1 MDR cells viability, CellTiter-Glo, 72 h; further: potency means the concentration at half of the fitted maximal effect; on the % scale 0 is the no-effect control and ±100 the full control effect; nearly all actives have a fitted effect of over 60% in size
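Potencies derive from concentration-effect curves fitted to normalized luminescence (CellTiter-Glo) of KB-V1 cells treated for 72 h at 37 degrees C in phenol-red-free DMEM containing 10% FBS.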
HT1080 IDH1KD tx = toxicity to HT-1080 IDH1 knockdown cells (counter line); HT-1080 IDH1 knockdown viability, ATP luminescence, 48 h; 360,000 tested, 2% active; Potency, µM (titrated, usually from 46.1 µM), without a hit: at the highest dose activity, negative = toxicity, hits mostly cytotoxic;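 further: potency means the concentration at half of the fitted maximal effect; 0% = DMSO wells and -100% = cell-free medium wells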
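Knockdown cells (IDH1KD HT-1080) received compounds 2 h after plating at 750 cells/well and were kept 48 h at 37 °C in 5% FBS RPMI. A CellTiter-Glo luminescence read gave % activity for curve fitting.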
KB-3-1 tox = kills parental KB-3-1 adenocarcinoma cells. 400,000 tested, 1.4% active. AID 1347075. Potency, µM (doses to about 46.1 µM), inactives show at the top dose activity change, negative = cytotoxic, usual class: cytotoxic. KB-3-1 viability, CellTiter-Glo ATP luminescence, 72 h; further: potency means the concentration at half of the fitted maximal effect; on the % scale 0 is the no-effect control and ±100 the full control effect; nearly all actives have a fitted effect of over 60% in size
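Cytotoxicity measured as CellTiter-Glo luminescence after 72 h at 37 C. Compound titrations were pinned onto drug-naive KB-3-1 parental adenocarcinoma cells grown in DMEM with 10% FBS, and normalized data fitted to concentration-response curves.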
GLP1R cytotox = cytotoxicity in counter-screen for GLP-1R inverse agonists; AID 624418; Potency, µM (titrated, usually from 38.3 µM), without a hit: at the highest dose activity change, negative = inhibition, usual class: inhibitors; 410,000 tested, 0.13% active; HEK293 cAMP-luciferase reporter cells, luminescence, 24 h;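 further: loss of luciferase light is scored as toxicity; potency means the concentration at half of the fitted maximal effect; on the % scale 0 is the no-effect control and ±100 the full control effect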
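Compound-treated cells are incubated 24 hr at 37 deg C under 5% CO2 after a 12 hour attachment period, then luciferase detection reagent is added and luminescence is measured following 12 min at room temperature; lowered signal indicates toxicity.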
IL1B secr inh = inflammasome signaling inhibition, IL-1 beta readout; THP-1 LPS/ATP IL-1B secretion, AlphaLISA, 16 h; active compounds read low; activity change, % at 57.5 µM; 360,000 tested, 4.7% active; in the data active means activity change below about -50%; inconclusive means mostly about -30% to -49%; further: on the % scale 0 is the no-effect control and ±100 the full control effect
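Secreted IL-1B measured by AlphaLISA bead assay after 16 h compound exposure of THP-1 cells; compounds (final up to 57.5 uM) added 1 h before LPS (250 ng/mL) and ATP (1.25 mM) stimulation; lower signal means less secretion.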
D3 ag = agonists of human D3 dopamine receptor. P35462. D3R DiscoveRx beta-arrestin cells, luminescence, 90 min. max activation, %. 410,000 tested, 0.58% active. AID 652048; in the data active means max activation above about 30%; further: 0% is about no effect; mostly tested at two doses, the higher about 12 µM
Target sequence (P35462 whole entry, looked up): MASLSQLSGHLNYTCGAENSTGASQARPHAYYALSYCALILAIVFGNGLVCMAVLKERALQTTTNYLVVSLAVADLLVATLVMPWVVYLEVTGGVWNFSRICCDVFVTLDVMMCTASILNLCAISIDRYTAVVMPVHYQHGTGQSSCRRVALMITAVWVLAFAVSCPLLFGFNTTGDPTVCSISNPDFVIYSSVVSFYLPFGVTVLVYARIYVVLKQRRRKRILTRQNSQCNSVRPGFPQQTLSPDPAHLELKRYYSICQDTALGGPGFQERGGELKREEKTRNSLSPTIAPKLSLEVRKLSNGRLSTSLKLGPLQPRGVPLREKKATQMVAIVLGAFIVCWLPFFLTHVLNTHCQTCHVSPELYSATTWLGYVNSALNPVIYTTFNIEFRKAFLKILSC
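Cells at 1500/well, incubated overnight, then treated with pinned compounds (dopamine as control) for 90 min at 37 degrees C. DiscoveRx reagent added for 30 - 60 minutes at room temperature; luminescence read.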
Active calls of the source: *; ? = inconclusive; / = no result given; & = joins results of further samples; [ ] = dose if it differs, or a comment. Unless noted, the call rests on the fitted dose curve; in most records, active means well fitted curve in the direction sought with a large enough effect; inconclusive means small, poorly fitted or top-dose-only effect, or another doubt; inactive means no such curve, though single readings can be large; an effect the other way counts as inactive or inconclusive. An unsorted share of the library. About 11% of those tested had a hit in this group.

SMILES	SW480 rereplic	HT1080NT lethal	MCF10A rereplic	KB-V1 cytotox	HT1080 IDH1KD tx	KB-3-1 tox	GLP1R cytotox	IL1B secr inh	D3 ag
Cc1ccc(OCc2ccc(C(=O)NNC(=S)NCC3CCCO3)o2)c([N+](=O)[O-])c1 (stereo unspecified)	-3%	-1%	-1%	/	-3%	/	6%	-9	-6
CCCCC[C@@H]1[C@H]2[C@H]3C(=O)N(c4ccccc4)C(=O)[C@H]3CC(=O)[C@H]2[C@H](c2ccccc2)N1S(=O)(=O)c1ccc(C)cc1	/	1%	/	6%	5%	0%	0%	12	5
C[C@@H]([C@H](O)c1ccccc1)N(C)C(=S)Nc1ccccc1	-17%	2%	1%	-8%	-8%	-3%	17%	15	1
O=C(NNC(=O)c1csc(-c2cccnc2)n1)c1ccccc1	-6%	23%	11%	-9%	27%	10%	5%	-12	6
CC(C)C(OC(=O)c1ccco1)C(=O)NCc1ccccc1 (stereo unspecified)	2%	19%	-23%	-11%	25%	-6%	-11%	18	-3
COc1ccccc1CNC(=O)N1CCN(c2ccccc2C)CC1	-6%	0%	5%	-7%	-14%	-1%	-2%	10	4
CCn1c(SCC(=O)Nc2cccc(NC(=O)c3ccco3)c2)nnc1-c1cccs1	-4%	-2%	?	-3%	-4%	1%	-9%	-13	2
COC(=O)[C@@]1(Cc2ccccc2)[C@H]2C(=O)N(C)C(=O)[C@H]2[C@H]2CN=C(SCc3ccc(Cl)cc3)N21	?	-9%	?	-15%	-3%	0%	-11%	0	-13
COCC(C)NC(=O)c1ccccc1OC(C)=O (stereo unspecified)	-6%	5%	10%	0%	19%	6%	9%	1	3
Cc1ccc(CNC(=O)CN(CCc2ccccc2)S(C)(=O)=O)cc1	0%	1%	-1%	?	0%	2%	16%	-2	-8
COc1ccc(-c2csc(NC(=S)NC(=O)/C=C/c3ccccc3)n2)cc1Br	-4%	-16%	19%	12µM*	-19%	?	1%	3	0
COc1ccc(NC(=O)N(C)[C@H]2C[C@H]3c4[nH]c5ccccc5c4CCN3C(=O)[C@H]2CO)cc1	/	-7%	/	3%	-1%	-1%	7%	-11	-9
COc1ccc(CCC(=O)Nc2cc(Cl)ccc2OC)cc1	?	-24%	?	21µM*	-11%	-21%	?	26	1
CCC(=O)Nc1ccc(C(=O)CN2C(=O)NC3(CCOc4ccccc43)C2=O)cc1 (stereo unspecified)	-1%	11%	-11%	-14%	-2%	?	-21%	19	0
O=C(CN1C(=O)c2cccnc2Oc2ccc(Cl)cc21)N1CCCC1	-3%	-3%	4%	?	1%	-17%	-28%	17	-6
COC(=O)c1ccc(NS(=O)(=O)NC(=O)c2cn(C)c3ccccc23)cc1	13%	-10%	-3%	15%	-23%	3%	2%	2	-10
Cc1ccc(S(=O)(=O)NCCN2CCOCC2)c(C)c1C	-20%	21%	-26%	?	3%	0%	17%	3	0
COc1ccc(N=C2SC(C(=O)Nc3ccc4c(c3)OCO4)CC(=O)N2C)cc1 (stereo unspecified)	-2%&-2%	-9%&-14%	-19%&10%	4%&-10%	0%	-4%&9%	5%&-23%	-3&-4	-1&-3
Cc1ccc(C)c(N(CC(=O)NC(C)(C)C)C(=O)CCC(=O)Nc2nccs2)c1	-20%	-4%	?	-18%	-9%	-1%	-10%	-3	-5
CCC(C)[C@H](NS(=O)(=O)c1ccc(C)cc1)C(=O)N1CCC(C(=O)N[C@@H](Cc2ccccc2)C(=O)O)CC1 (stereo partly specified)	-5%	5%	-1%	?	2%	6%	-10%	18	-3
O=C(CSCC(=O)N1CCN(c2ccccc2)CC1)Nc1nc(-c2ccc(Cl)s2)cs1	-2%	-1%	20%	-7%	-3%	2%	-7%	-26	17
CCS(=O)(=O)c1ccc(C(=O)Nc2ccccc2OC)c(Cl)c1Cl	-6%	?	4%	-15%	2%	0%	-10%	-60*	-2
CC1CCC2(CC1)NC(=O)N(CC(=O)NC(=O)Nc1ccc3c(c1)OCCO3)C2=O (stereo unspecified)	3%	-10%	-5%	6%	1%	-2%	11%	-10	-2
COc1cccc(NC(=O)C(NCC(C)(C)CN(C)C)c2ccccc2)c1 (stereo unspecified)	-3%	3%	0%	5%	8%	2%	10%	3	0

One compound at a time (already shown):
`COc1ccc(CCC(=O)Nc2cc(Cl)ccc2OC)cc1` is listed with SW480 rereplic = ?; HT1080NT lethal = -24%; MCF10A rereplic = ?; KB-V1 cytotox = 21µM*; HT1080 IDH1KD tx = -11%; KB-3-1 tox = -21%; GLP1R cytotox = ?; IL1B secr inh = 26; D3 ag = 1
`Cc1ccc(S(=O)(=O)NCCN2CCOCC2)c(C)c1C` is listed with SW480 rereplic = -20%; HT1080NT lethal = 21%; MCF10A rereplic = -26%; KB-V1 cytotox = ?; HT1080 IDH1KD tx = 3%; KB-3-1 tox = 0%; GLP1R cytotox = 17%; IL1B secr inh = 3; D3 ag = 0

Looked up one by one from the list above (6):
SMILES	SW480 rereplic	HT1080NT lethal	MCF10A rereplic	KB-V1 cytotox	HT1080 IDH1KD tx	KB-3-1 tox	GLP1R cytotox	IL1B secr inh	D3 ag
COc1cccc(NC(=O)C(NCC(C)(C)CN(C)C)c2ccccc2)c1 (stereo unspecified)	-3%	3%	0%	5%	8%	2%	10%	3	0
Cc1ccc(S(=O)(=O)NCCN2CCOCC2)c(C)c1C	-20%	21%	-26%	?	3%	0%	17%	3	0
Cc1ccc(C)c(N(CC(=O)NC(C)(C)C)C(=O)CCC(=O)Nc2nccs2)c1	-20%	-4%	?	-18%	-9%	-1%	-10%	-3	-5
CCS(=O)(=O)c1ccc(C(=O)Nc2ccccc2OC)c(Cl)c1Cl	-6%	?	4%	-15%	2%	0%	-10%	-60*	-2
CCC(=O)Nc1ccc(C(=O)CN2C(=O)NC3(CCOc4ccccc43)C2=O)cc1 (stereo unspecified)	-1%	11%	-11%	-14%	-2%	?	-21%	19	0
COc1ccc(N=C2SC(C(=O)Nc3ccc4c(c3)OCO4)CC(=O)N2C)cc1 (stereo unspecified)	-2%&-2%	-9%&-14%	-19%&10%	4%&-10%	0%	-4%&9%	5%&-23%	-3&-4	-1&-3

(continued)
SMILES	SW480 rereplic	HT1080NT lethal	MCF10A rereplic	KB-V1 cytotox	HT1080 IDH1KD tx	KB-3-1 tox	GLP1R cytotox	IL1B secr inh	D3 ag
COc1ccc([N+](=O)[O-])cc1NC(=O)CCN1CCOCC1	28%	16%	-1%	2%	11%	17%	-17%	40	6
CC(=O)c1ccc(N2CCN(c3nc4c(S(=O)(=O)c5ccccc5)nnn4c4ccc(Cl)cc34)CC2)cc1	/	/	/	0%	/	1%	-7%	/	0
O=C(CN1C(=O)/C(=C\c2ccccc2F)SC1=S)Nc1nc2ccccc2s1	-5%	?	30%	11%	15%	7%	0%	-4	1
CC(C)[C@@H](C(=O)OCC(=O)Nc1ccc2c(c1)OCO2)N1C(=O)c2ccccc2C1=O	2%	0%	2%	1%	-7%	16%	0%	11	-1
Cc1cc(C)cc(Cn2c3ccc(NC(=O)NCCc4cccs4)cc3c(=O)n2C)c1	/	-21%	/	-2%	?	0%	-14%	0	5
COc1cccc(C(=O)NCC(=O)N/N=C(\C)Cc2ccccc2)c1	0%	0%	1%	-3%	19%	5%	8%	15	-2
O=[N+]([O-])c1cc(C(F)(F)F)cc([N+](=O)[O-])c1N1CCN(S(=O)(=O)c2ccccc2)CC1	3%	10%	?	15%	12%	10%	-8%	-9	-3
COc1ccc(CCC(C)N2CCC(CO)(Cc3ccccc3)CC2)cc1 (stereo unspecified)	2%	-22%	?	-5%	-18%	5%	0%	-57*	-13
CCCCN1CCCCC1(C)C(=O)NCc1cccs1 (stereo unspecified)	/	20%	/	19%	4%	0%	2%	6	0
COc1cc(SC)ccc1C(=O)NC1CCCCC1	-3%	10%	3%	?	-1%	-12%	1%	?	0
c1cc(C2OCCN2CC2COC3(CCCC3)O2)ccn1 (stereo unspecified)	-4%	23%	-1%	25%	13%	9%	-3%	4	1
Cc1csc(NC(=O)c2cc(-c3ccccc3)nc3ccccc23)n1	-47%[inhibitor]	-23%	?	2.3µM*	-24%	?	16%	/	2
COc1cc(C(O)c2nc(-c3ccc(C)c(C)c3)cs2)ccc1F (stereo unspecified)	/	?	/	0%	?	0%	-4%	-4	9
Cc1ccc(NC(=O)/C=C/C(=O)O)c(NC(=O)c2ccccc2)c1	-3%	2%	12%	12%	2%	-6%	-17%	14	0
O=[N+]([O-])c1cccc(CN2CCN(S(=O)(=O)Cc3ccccc3)CC2)c1	-2%	0%	6%	/	-1%	/	14%	8	-7
COc1cccc(C(=O)Nc2ccc(S(=O)(=O)Nc3nccc(C)n3)cc2)c1	0%	-2%	8%	22%	1%	4%	3%	18	2
COc1ccccc1C(=O)N1CCC(N2CCN(c3ccccc3)CC2)CC1	-85%[inhibitor]	30%	?	-19%	21%	-2%	-25%	-6	53*
COc1ccc(NC(=O)c2cc(S(=O)(=O)NCC3COc4ccccc4O3)ccc2F)cc1 (stereo unspecified)	-7%	-2%	2%	-22%	-3%	5%	-26%	?	4
C/C(N)=C(/C#N)C(=O)COC(=O)CNS(=O)(=O)c1ccc(F)c(F)c1F	11%[1.84 µM]	4%	-27%	0%	2%	10%	12%	-23	2
CC1CC(C)CN(S(=O)(=O)c2ccc3c(c2)oc(=O)n3CC(=O)NCCCOC(C)C)C1 (stereo unspecified)	-1%	3%	16%	-1%	12%	3%	-1%	9	6
CCS(=O)(=O)C1C(=O)N(C)C(S(=O)(=O)CC)C(=O)N1C (stereo unspecified)	/	-1%	/	?	4%	-6%	-33%	23	-8
